SUMO1 PPI mod: alters human SUMO1 binding to SIM partners; P63165; SUMO1 binding to a labelled peptide, TR-FRET, 1 h; inhibition, % at 20 µM; 360,000 compounds, 0.33% hits; AID 602429; in the data active = inhibition above about 37%
STEP inh: inhibitors of human striatal-enriched phosphatase STEP; P54829; recombinant STEP, OMFP fluorogenic substrate, fluorescence; inhibition, % at 20 µM; 360,000 compounds, 0.25% hits; AID 588621;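 active = inhibition at 20 µM, scaled per plate between control wells, above about 37%, limit read from the data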;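 note: 0% = DMSO with enzyme and substrate and 100% = substrate only without enzyme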
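System: isolated STEP enzyme; schedule: 20 min enzyme reaction at room temperature, protected from light; medium: Bis-Tris buffer pH 6.0, 2.5 mM DTT, 0.005% Tween 20; signal: fluorescence, 480/540 nm; dosing: single compound dose of 20 µM, 1% DMSO final; also added: OMFP substrate, 25 µM final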
NRP1-CendR mod: alters CendR peptide binding to human NRP-1. O14786. FAM-RPARPAR peptide binding to NRP-1, fluorescence polarization. inhibition, % at 25 µM. 360,000 compounds, 0.85% hits. AID 602438;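 active = inhibition or corrected inhibition above about 18%, plus a signal ratio from 0.5 to 1.5, limit read from the data, passing the limit was not always enough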; note: strong numbers were not always called active
E coli Lon inh: inhibitors of E. coli Lon protease | inhibition, % at 7.94 µM | purified E. coli Lon protease, fluorescence polarization | P0A9M0 | 360,000 compounds, 0.42% hits; in the data active = inhibition above about 13%, passing the limit was not always enough;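 note: 0% = enzyme with probe and DMSO and 100% = no enzyme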
LMPTP inh: LMPTP (human) inhibition. inhibition, % at 20 µM. 360,000 compounds, 0.22% hits. recombinant LMPTP-A, OMFP fluorogenic substrate, fluorescence intensity. P24666;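 active = compounds that cut the enzyme signal by at least half of the control window in the single-dose screen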;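 note: plate controls were DMSO wells with enzyme plus substrate for no effect and substrate without enzyme for full effect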
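Assay system: LMPTP-A enzyme. Input: 0.625 nM LMPTP-A final. Probe or stimulus: 400 µM OMFP. Compound dosing: single 20 µM dose. Schedule: 50 min dark incubation at room temperature. Detection: fluorescence intensity of OMFP turnover product. Read-out: percent inhibition versus substrate-only and uninhibited controls. Benchmarks: no-enzyme low control, uninhibited high control.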
TbMetRS inhib: blocks T. brucei methionyl-tRNA synthetase activity. purified T. brucei MetRS, ATP depletion, Kinase-Glo luminescence. inhibition, % at 11.9 µM. 360,000 compounds, 0.4% hits. AID 624268;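 active = inhibition above a per-plate cutoff of the control wells' mean inhibition plus 3 SD, cut at about 5.5% in these data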;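 note: 0% = DMSO wells median and 100% = median of wells with control inhibitor compound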
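technique = Kinase-Glo luminescence, ATP depletion format | system = purified MetRS (methionyl-tRNA synthetase) enzyme from Trypanosoma brucei | timing = 15 min preincubation, 2 h reaction, all 25 °C | evaluation = percent inhibition versus plate control medians | dosing = single dose, 11.9 µM final nominal, 0.9% final DMSO | also added = substrates ATP, L-methionine and bulk Escherichia coli tRNA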
DNMT1 inh: DNMT1 (human) enzyme inhibition; DNMT1 molecular beacon, Hinp1I cleavage, fluorescence; inhibition (reported as % activation of signal), % at 10 µM; 360,000 compounds, 0.83% hits; in the data active = inhibition above about 50%
Target sequence (P26358 504-1616 limits assumed): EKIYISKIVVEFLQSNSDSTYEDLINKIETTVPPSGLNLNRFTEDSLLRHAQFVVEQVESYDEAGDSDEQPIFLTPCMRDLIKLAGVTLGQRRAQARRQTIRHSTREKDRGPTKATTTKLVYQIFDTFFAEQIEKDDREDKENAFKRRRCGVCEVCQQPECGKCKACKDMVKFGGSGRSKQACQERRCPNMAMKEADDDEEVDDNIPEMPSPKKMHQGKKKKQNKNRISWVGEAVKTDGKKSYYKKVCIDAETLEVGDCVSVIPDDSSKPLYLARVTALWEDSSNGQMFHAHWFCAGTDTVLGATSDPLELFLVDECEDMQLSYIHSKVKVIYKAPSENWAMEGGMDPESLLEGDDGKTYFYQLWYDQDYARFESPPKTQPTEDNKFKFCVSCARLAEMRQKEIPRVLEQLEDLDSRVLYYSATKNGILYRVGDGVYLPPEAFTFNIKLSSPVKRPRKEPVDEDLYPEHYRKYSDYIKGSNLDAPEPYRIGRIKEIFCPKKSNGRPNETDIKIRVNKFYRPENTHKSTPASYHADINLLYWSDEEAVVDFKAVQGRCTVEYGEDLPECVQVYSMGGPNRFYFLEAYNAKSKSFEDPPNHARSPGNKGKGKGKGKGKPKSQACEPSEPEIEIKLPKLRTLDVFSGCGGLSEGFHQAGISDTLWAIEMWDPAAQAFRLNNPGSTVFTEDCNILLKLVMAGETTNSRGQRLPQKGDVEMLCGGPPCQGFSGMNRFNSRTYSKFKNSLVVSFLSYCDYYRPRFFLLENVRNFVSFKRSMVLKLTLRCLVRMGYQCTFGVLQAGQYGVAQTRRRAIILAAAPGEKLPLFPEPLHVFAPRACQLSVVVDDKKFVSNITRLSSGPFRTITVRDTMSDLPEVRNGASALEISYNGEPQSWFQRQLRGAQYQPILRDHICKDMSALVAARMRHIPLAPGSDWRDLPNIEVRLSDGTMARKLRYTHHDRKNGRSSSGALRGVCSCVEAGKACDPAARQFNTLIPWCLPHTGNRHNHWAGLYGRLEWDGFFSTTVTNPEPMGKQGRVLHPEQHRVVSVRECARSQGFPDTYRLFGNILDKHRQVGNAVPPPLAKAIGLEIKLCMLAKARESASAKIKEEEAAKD
MsrA act: activators of bovine methionine sulfoxide reductase A; purified bovine MsrA, absorbance read-out; activation, % at 10.6 µM; 360,000 compounds, 0.3% hits; AID 602163; in the data active = activation above about 7.5%;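 note: 0% = vehicle and 100% = reference activator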
MsrA inhibitor: inhibits bovine methionine sulfoxide reductase A; AID 651718; purified bovine MsrA, absorbance read-out; inhibition, % at 15.5 µM; 360,000 compounds, 0.75% hits; in the data active = inhibition above about 4.5%;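 note: 0% = vehicle wells with enzyme and 100% = reference inhibitor wells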
Scp1 inh: inhibitors of human Scp-1 phosphatase; AID 493091; Recombinant Scp1, phosphopeptide, malachite green phosphate absorbance; inhibition, % at 20 µM; 340,000 compounds, 0.88% hits;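 active = inhibition above about 50% at 20 µM, limit read from the data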;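 note: plate controls were DMSO wells with enzyme for no effect and wells lacking enzyme for full effect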
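Test system – truncated SCP-1 phosphatase (76-261aa) · Reagent – Phosphorylated 17-residue peptide substrate · Incubation – 45 min room-temperature reaction, 5 min colour, 30 min stabiliser · Detection – colorimetric phosphate reagent with accelerator and stabiliser, absorbance at 630 nm · Measure – % inhibition at 20 µM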
* marks the source's active call; other numbers are inactive results; · = not tested or not shown.

SMILES | SUMO1 PPI mod | STEP inh | NRP1-CendR mod | E coli Lon inh | LMPTP inh | TbMetRS inhib | DNMT1 inh | MsrA act | MsrA inhibitor | Scp1 inh
COc1ccc(Nc2nc3ccccc3n3cnnc23)cc1Cl | 34 | 3 | -14 | -103 | 6.8 | -0.3 | 3 | -3 | 0.9 | -5
COC(=O)CSc1nc(N2CCOCC2)c2c(c1C#N)CCCC2 | 3 | -1 | -9 | -19 | -0.9 | 0.9 | -1 | -2 | 8.2* | -11
CCOC(=O)Nc1ccc2c(c1)N(C(=O)N(CC)CC)c1ccccc1CC2 | -6 | 0 | -6 | -4 | 0.3 | -1.1 | -8 | -7 | -1.0 | -5
FC(F)(F)c1ccccc1C1=CC(c2ccccc2)n2ncnc2N1 (stereo not drawn) | 2 | 4 | -1 | -11 | -0.3 | -0.3 | 5 | -1 | 0.7 | 1
COc1ccc2oc(C(=O)c3ccccc3)c(NC(=O)CN3CCN(C)CC3)c2c1 | -8 | -3 | 7 | 1 | -2.0 | -1.6 | 1 | -5 | -0.8 | 3
CN(C(=O)CSc1nnnn1-c1ccc(O)cc1)C1CCCCC1 | -1 | -1 | 10 | 9 | -1.1 | -0.3 | 4 | -1 | 0.8 | -7
CCc1cccc2c(C(=O)C(NCCOC)c3ccccc3)c[nH]c12 (stereo not drawn) | -1 | 0 | 7 | 3 | 1.6 | -0.2 | 0 | -2 | -0.8 | 1
O=C(c1ccc(N2C(=O)CCC2=O)cc1)N1CCCSC1=Nc1ccccc1 | -1 | 1 | -4 | 5 | -0.6 | -0.4 | 2 | -8 | -0.2 | ·
CCOc1ccccc1OCC(=O)Nc1ccc(S(=O)(=O)N(C)C)cc1 | 1 | -4 | 1 | 3 | 0.7 | -3.8 | 3 | -13 | 0.2 | -13
O=NN(C(=O)NC1CCC(C(=O)O)CC1)C1CCC(C(=O)O)CC1 (stereo not drawn) | 5 | 2 | 22 | 2 | -1.3 | 0.4 | -2 | -2 | 0.2 | ·
C=CCN1C(=O)/C(=C/c2ccc(OC(C)=O)c(OCC)c2[N+](=O)[O-])SC1=S | -31 | -2 | -98 | -65 | 0.0 | 0.1 | -22 | 0 | -0.7 | -13
CC1CCCC(C)N1/N=C/c1ccccc1OC(F)F (stereo not drawn) | 11 | -2 | 2 | 5 | 0.2 | 0.0 | 1 | 1 | 0.8 | -4
CCOc1cc(/C=N/O)cc(Cl)c1OC | -2 | -1 | 0 | -1 | -1.1 | -1.2 | 1 | -4 | 0.8 | -6
COCCNC(=O)CCCN1C(=O)c2ccccc2Sc2ncccc21 | -3 | -1 | -8 | 6 | -0.3 | -0.6 | 2 | -1 | -1.1 | -13
c1ccc(-c2cc3nc(NCc4ccc5c(c4)OCO5)ccn3n2)cc1 | 16 | -3 | -7 | -9 | 1.9 | -0.2 | -16 | -4 | -0.6 | ·
C=C(C)C1CC=C(C)/C(=N\NC(=O)CCc2ccccc2)C1 (stereo not drawn) | -2 | -1 | 5 | 13 | -1.0 | -0.5 | 8 | -2 | -1.1 | -2
COc1ccc(CN2CCN(Cc3ccon3)CC2CCO)c(C)c1C (stereo not drawn) | -2 | 2 | -10 | -2 | 1.3 | 0.6 | 0 | -4 | -1.2 | -11
COc1ccc(Nc2cc(C)nc3ccccc23)cc1 | -1 | -3 | -4 | 1 | 41 | -0.5 | 4 | -9 | 2.1 | -2
C=CCn1c(SCC(=O)Nc2nnc(CC)s2)nnc1-c1ccco1 | 3 | -5 | 0 | 6 | -0.9 | 0.3 | 10 | -4 | -0.5 | -2
Cc1ccc(NC(=O)c2cccc3c2C(=O)N(C2CCCCC2)C3)c(C)c1 | 8 | 2 | 2 | -4 | 1.3 | 0.0 | 3 | -7 | · | 3
CCOc1ccc(OCC)c(S(=O)(=O)N2CCC(C)CC2)c1 | -3 | 0 | -2 | 5 | -0.5 | -0.4 | 7 | -4 | -0.1 | -4
CCOc1cc(CN2CCN(c3ccc(C(C)=O)cc3)CC2)ccc1OC | 0 | 2 | -9 | 5 | 0.7 | -2.1 | 5 | -16 | 2.3 | 1
Cc1cccc(NC(=O)CCNS(=O)(=O)c2cccc3nsnc23)c1C | -29 | -2 | 5 | 0 | 0.4 | -0.6 | 0 | -1 | 0.6 | 10
Clc1ccc(-c2nc(-c3ccccn3)no2)cc1Cl | 2 | 1 | 6 | -6 | -0.7 | -0.5 | -3 | -4 | -0.4 | -7
Cc1cc(C)c(S(=O)(=O)NCC(=O)O)cc1C | 1 | 0 | 22 | 1 | -1.5 | -0.3 | 0 | -6 | 0.5 | 0
Cc1nn(C)c(C)c1/C=N/NC(=O)C(C)(C)Oc1ccc(Cl)cc1 | 1 | -3 | 6 | 0 | -1.7 | -0.6 | -3 | 4 | · | -9
Fc1cccc(Nc2cc(-n3cccn3)ncn2)c1 | 4 | 4 | 3 | -3 | 1.1 | -0.1 | -3 | -4 | -0.3 | -2
CC(=O)NC1=NN(C(C)=O)C(C)(c2ccc(C)cc2)S1 (stereo not drawn) | 1 | -4 | -5 | -2 | -0.8 | -0.4 | 1 | 1 | 1.9 | -1
CC(C)(CO)NCc1cc(Br)ccc1OCc1ccccc1 | -1 | -3 | 4 | 0 | -0.8 | 0.6 | 8 | 0 | 0.7 | -5
Cn1c2ccccc2c(=O)c2c(=O)n(-c3ccccc3)c(-c3ccc(C(C)(C)C)cc3)nc21 | 21 | 4 | -27 | 1 | 8.4 | -1.0 | -1 | -4 | 0.9 | 5

9 entries from above in another layout.
The line under a structure holds: SUMO1 PPI mod	STEP inh	NRP1-CendR mod	E coli Lon inh	LMPTP inh	TbMetRS inhib	DNMT1 inh	MsrA act	MsrA inhibitor	Scp1 inh
- CCOc1cc(CN2CCN(c3ccc(C(C)=O)cc3)CC2)ccc1OC
    0	2	-9	5	0.7	-2.1	5	-16	2.3	1
- Cc1cccc(NC(=O)CCNS(=O)(=O)c2cccc3nsnc23)c1C
    -29	-2	5	0	0.4	-0.6	0	-1	0.6	10
- Clc1ccc(-c2nc(-c3ccccn3)no2)cc1Cl
    2	1	6	-6	-0.7	-0.5	-3	-4	-0.4	-7
- Cc1cc(C)c(S(=O)(=O)NCC(=O)O)cc1C
    1	0	22	1	-1.5	-0.3	0	-6	0.5	0
- Cc1nn(C)c(C)c1/C=N/NC(=O)C(C)(C)Oc1ccc(Cl)cc1
    1	-3	6	0	-1.7	-0.6	-3	4	·	-9
- Fc1cccc(Nc2cc(-n3cccn3)ncn2)c1
    4	4	3	-3	1.1	-0.1	-3	-4	-0.3	-2
- CC(=O)NC1=NN(C(C)=O)C(C)(c2ccc(C)cc2)S1 (stereo not drawn)
    1	-4	-5	-2	-0.8	-0.4	1	1	1.9	-1
- CC(C)(CO)NCc1cc(Br)ccc1OCc1ccccc1
    -1	-3	4	0	-0.8	0.6	8	0	0.7	-5
- Cn1c2ccccc2c(=O)c2c(=O)n(-c3ccccc3)c(-c3ccc(C(C)(C)C)cc3)nc21
    21	4	-27	1	8.4	-1.0	-1	-4	0.9	5

(more compounds)
SMILES | SUMO1 PPI mod | STEP inh | NRP1-CendR mod | E coli Lon inh | LMPTP inh | TbMetRS inhib | DNMT1 inh | MsrA act | MsrA inhibitor | Scp1 inh
CC(=O)NC(Cc1ccccc1)C(=O)NC1CCN(C(=O)c2cnccn2)CC1 (stereo not drawn) | -4 | 4 | 2 | -7 | -1.2 | -0.3 | 7 | -4 | 1.0 | -2
CCOC(=O)c1[nH]c2ccc(OC)cc2c1NC(=O)c1ccccc1C(=O)O | -9 | 3 | 4 | -5 | -2.0 | 0.2 | 0 | -4 | 1.8 | -9
C[C@H]1CN([C@@H](C)CO)C(=O)Cc2cc(NC(=O)CCC(F)(F)F)ccc2O[C@H]1CN(C)S(C)(=O)=O | 1 | -4 | 18 | -8 | 0.6 | 0.0 | 3 | -1 | -0.4 | -3
COC(=O)c1cc(OC)c(OC)cc1NC(=O)c1ccc(OC)cc1 | 3 | -2 | 7 | -9 | -0.3 | -0.4 | -3 | 3 | -0.4 | -5
Cn1cccc1/C=N/NC(=O)c1ccc(OC(F)(F)C(F)F)cc1 | -1 | 1 | 8 | -2 | -2.0 | -0.5 | 5 | 0 | 2.4 | -14
NNC(=O)C(Cc1ccccc1)NC(=O)OCc1ccccc1 (stereo not drawn) | -4 | 3 | -12 | 3 | 0.4 | 0.5 | -4 | -2 | -0.9 | -6
Cc1ccc2oc(=O)cc(/C=C/c3ccccc3)c2c1 | -20 | 2 | -1 | -11 | 2.9 | 0.2 | -6 | -1 | 2.0 | -14
CCOC(=O)C1=C(COC(=O)/C=C/c2ccccc2)NC(=O)NC1C (stereo not drawn) | -10 | 0 | 4 | -13 | -0.4 | -0.3 | 1 | 2 | -0.8 | 36
O=c1c(C=NCCCn2ccnc2)c(-c2ccccc2)[nH]n1-c1nc2ccccc2s1 | -3 | 2 | -4 | 1 | -5.7 | -1.7 | -3 | -7 | 0.1 | -7
O=C(Cn1cnc2cc([N+](=O)[O-])ccc2c1=O)N1CCN(S(=O)(=O)c2ccccc2)CC1 | -37 | -2 | 13 | 3 | 0.8 | 0.2 | -4 | -3 | 1.6 | -12
CN1C(=O)C(C)(C)c2cc(S(=O)(=O)N3CCCCCC3)ccc21 | -1 | 0 | 1 | -4 | -1.0 | -0.6 | 4 | -1 | 0.8 | -7
CCNc1nc(NCC)nc(N(C)n2cnnc2)n1 | 0 | 1 | 1 | 2 | -0.7 | -0.1 | 6 | -3 | 1.0 | -10
COc1ccc(/C(C)=N/NC(=O)CNC(=O)c2ccco2)c(OC)c1 | -2 | -3 | 4 | -3 | -0.1 | 0.0 | 1 | 8.6* | -0.8 | -8
CCN(CC)C(=O)COc1ccc(/C=N/NC(=O)c2cc(-c3ccccc3OC)nc3ccccc23)cc1OC | -10 | 2 | -2 | 8 | 2.2 | -0.2 | -8 | -3 | 3.0 | 7
COCCN(C(=O)Nc1ccc(OC)cc1)c1nc2ccccc2s1 | 0 | -1 | -15 | -1 | 0.0 | -1.4 | 0 | -6 | -0.1 | -6
CCCN(CCC)C(=O)c1cc2c(=O)n3cccc(C)c3nc2s1 | -25 | 3 | 2 | 4 | -1.0 | -1.4 | -2 | -3 | 1.3 | -9
COc1ccc(/C=C/c2ccc3ccccc3[n+]2C)cc1OC | -30 | 0 | -10 | -46 | 2.4 | -0.5 | -2 | -1 | · | 99*

Screening results: PubChem BioAssay, several laboratories
